# PvdQ inh – P. aeruginosa PvdQ acylase inhibitors, primary screen, biochemical, fluorescence, plate reader and imaging, single point; inhibition, % at 10 µM; PvdQ acylase [Pseudomonas aeruginosa LESB58]; hit rate 0.063% among 340,000; purified PvdQ acylase; in the data active = inhibition above about 30%, passing the limit was not always enough;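 also: 0% = vehicle neutral wells and 100% = reference inhibitor wells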
# PfHsp90 yeast 2 – growth inhibition of PfHsp90-expressing yeast, primary screen, antimalarial PfHsp90 inhibitor project, S. cerevisiae, BacTiter-Glo luminescence, single point, set 2. hit rate 0.32% among 310,000. BacTiter-Glo ATP, 48 h; yeast lacking PDR1 and PDR3 efflux regulators. AID 504621, 2011. inhibition, % at 9.4 µM;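 active = every replicate shows inhibition above about 80%, whatever the replicate mean, limit read from the data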;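 also: 0% = DMSO neutral controls and 100% = 20 µM radicicol positive controls; yeast relying on Plasmodium falciparum Hsp90 in place of its own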
# Rtt109 HAT inh – inhibitors of C. albicans Rtt109/Vps75 HAT, primary screen, biochemical, ThioGlo CoA-SH fluorescence, plate reader. Histone acetyltransferase RTT109 (Candida albicans (strain SC5314 / ATCC MYA-2876)), …. purified Rtt109/Vps75, 4 h. inhibition, % at 34.9 µM. hit rate 0.16% among 330,000. AID 540336, 2011;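 active = inhibition of at least 50% in every replicate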
# Target sequence (Q5AAJ8 whole entry, looked up): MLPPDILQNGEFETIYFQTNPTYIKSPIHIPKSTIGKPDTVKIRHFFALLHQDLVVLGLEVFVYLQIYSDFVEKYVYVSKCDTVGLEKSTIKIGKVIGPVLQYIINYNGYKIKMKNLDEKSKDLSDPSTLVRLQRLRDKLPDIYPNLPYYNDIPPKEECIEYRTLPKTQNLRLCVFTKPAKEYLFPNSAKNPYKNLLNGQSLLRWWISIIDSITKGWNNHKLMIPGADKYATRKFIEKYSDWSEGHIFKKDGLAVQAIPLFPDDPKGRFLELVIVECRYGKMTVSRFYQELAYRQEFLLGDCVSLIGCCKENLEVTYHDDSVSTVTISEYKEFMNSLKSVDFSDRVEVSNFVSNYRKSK
# Ecoli viability – E. coli V3065 growth inhibition, primary screen, counter-screen for AddAB inhibitor project, absorbance, OD600; 18 h; inhibition, % at 11.9 µM; hit rate 0.27% among 330,000;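 active = inhibition above the campaign's mean inhibition across all tested compounds plus 3 SD, cut at about 9.9% in these data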;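 also: uninfected addAB+ strain grown without phage in ampicillin broth; 0% = DMSO wells and 100% = ciprofloxacin 0.95 µg/ml wells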
# AddAB inh – growth inhibition of E. coli expressing H. pylori AddAB, primary screen, AddAB inhibitor project, absorbance | inhibition, % at 11.9 µM | hit rate 0.29% among 330,000 | AID 435030, 2010; in the data active = inhibition above about 12%;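 also: 0% = vehicle wells of infected cells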
# CAL PDZ inh – CAL PDZ peptide-binding inhibitors, primary screen, biochemical, fluorescence polarization, Cer-tagged CAL PDZ, HTS; inhibition, % at 20 µM; Golgi-associated PDZ and coiled-coil motif-containing protein (Homo sapiens), Q9HD26; purified CAL PDZ, TMR-peptide fluorescence polarization, 1 h; hit rate 0.02% among 330,000;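 active = highest replicate inhibition of at least 40%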;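 also: plate controls were DMSO neutral control wells for no effect and unlabeled competitor peptide control wells for full effect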
#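 System: tagged CAL PDZ domain. Schedule: 1 h room-temperature incubation prior to read. Signal: fluorescence polarization (mP). Measure: percent inhibition from loss of millipolarization.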
# phage Ecoli inh – growth loss of phage-infected E. coli, primary screen, RecBCD inhibitor project, absorbance, with phage, HTS | inhibition, % at 11.9 µM | hit rate 0.26% among 360,000 | AID 651602, 2012; in the data active = inhibition above about 11%
# Tat transport – E. coli Tat export inhibitors, primary screen, MC4100, TorA-mCherry reporter, fluorescence, single point; inhibition, % at 10 µM; hit rate 0.036% among 340,000;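 active = mean replicate inhibition at least 50% and at least half of replicates individually reaching 50%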;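 also: exported cargo escapes ClpAP degradation while cytoplasmic cargo is degraded and loses fluorescence; 0% = median of neutral control wells and 100% = median of NaSCN control wells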
# DAGLB inhibitor – DAGLB lipase inhibitors, primary screen, biochemical, fluorescence, HTS. HEK293T DAGLB membrane lysate, EnzChek fluorogenic substrate. inhibition, % at 5.17 µM. hit rate 0.059% among 340,000. AID 504411, 2011; in the data active = inhibition above about 34%;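 also: 0% = enzyme with vehicle and 100% = wells lacking enzyme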
# Target sequence (Q8NCG7 whole entry, looked up): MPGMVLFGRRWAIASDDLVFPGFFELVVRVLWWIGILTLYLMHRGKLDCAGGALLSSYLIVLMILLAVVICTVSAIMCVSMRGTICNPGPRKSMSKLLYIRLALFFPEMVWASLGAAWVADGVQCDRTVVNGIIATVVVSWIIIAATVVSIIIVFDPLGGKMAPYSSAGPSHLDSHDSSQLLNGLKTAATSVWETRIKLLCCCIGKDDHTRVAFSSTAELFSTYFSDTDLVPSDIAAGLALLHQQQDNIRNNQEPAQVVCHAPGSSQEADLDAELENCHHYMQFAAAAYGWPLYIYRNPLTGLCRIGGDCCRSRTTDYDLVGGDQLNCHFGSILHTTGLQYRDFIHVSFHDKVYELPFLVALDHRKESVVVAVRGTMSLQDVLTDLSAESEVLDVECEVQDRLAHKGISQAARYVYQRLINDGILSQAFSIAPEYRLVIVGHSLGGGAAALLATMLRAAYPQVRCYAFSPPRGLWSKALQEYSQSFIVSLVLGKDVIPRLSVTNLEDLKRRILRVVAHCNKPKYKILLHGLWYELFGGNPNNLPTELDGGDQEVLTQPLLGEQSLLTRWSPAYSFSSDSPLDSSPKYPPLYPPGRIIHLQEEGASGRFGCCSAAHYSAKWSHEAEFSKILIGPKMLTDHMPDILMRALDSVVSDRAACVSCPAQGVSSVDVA
# Wnt bcat act – Wnt/beta-catenin pathway activators, primary screen, cell-based, plate reader, single point. activation, % at 9.35 µM. hit rate 1.2% among 300,000. Wnt/beta-catenin reporter cell assay, activator. AID 743398, 2014; in the data active = activation above about 30%, passing the limit was not always enough;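 also: 0% = neutral control wells and 100% = positive control wells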
# An asterisk follows results filed as active; . = no result given. The order is random (roughly 1.9% active in at least one column).
cpd	smiles	Tat transport	phage Ecoli inh	PfHsp90 yeast 2	Ecoli viability	Rtt109 HAT inh
1	O=C(Nc1ccc(C(=O)OC2CCCCC2)cc1)c1ccncc1	-6	-2.9	-54	-1.8	-4
2	Cc1ccc(S(=O)(=O)Cc2ccc(C(=O)NCCCN3CCCC3=O)o2)cc1	-5	0.6	27	1.6	4
3	O=C(CSc1n[nH]c(-c2ccccc2Br)n1)NC(=O)NCc1ccco1	-4	3.1	-3	-0.7	6
4	C[C@@H](NS(=O)(=O)c1ccc(Br)cc1F)[C@@H](O)c1ccccc1	1	3.7	-9	1.4	0
5	COc1ccc(CNC(=O)CNS(=O)(=O)c2cccs2)cc1	5	0.3	-26	0.4	0
6	COc1cc2c(cc1OC)C(C1C(=O)CC(C)CC1=O)N(C(=O)CCl)CC2 (stereo not drawn)	1	2.8	-19	0.4	-40
7	O=C(NNS(=O)(=O)c1ccc(F)cc1)C1CCN(Cc2cccc(F)c2)CC1	-11	3.5	-12	0.6	1
8	COc1ccc(S(=O)(=O)Nc2ccc(F)c(F)c2)cc1C(=O)N1CCOCC1	11	0.1	25	0.9	5
9	Cc1ccc(OCc2cc(C(=O)N(C)Cc3cnn(-c4ccccc4C)c3)no2)cn1	0	2.6	2	-1.5	1
10	COc1ccc(S(=O)(=O)NCCSCc2ccc(Cl)cc2)cc1NC(C)=O	3	2.7	.	.	8
11	CCOc1ccc(C(=O)NC(C(=O)N2CCC2)C(C)C)cc1 (stereo not drawn)	1	1.1	18	.	4
12	Cc1ccccc1-c1nc(CS(=O)(=O)CC(=O)NCCCN2CC(C)CC(C)C2)c(C)o1 (stereo not drawn)	-2	0.3	-4	-4.5	4
13	COc1ccc(NC(=O)Cn2cc(C(=O)C3CC3)c3ccccc32)cc1	-6	1.5	-17	-3.1	2
14	Cc1cc(-c2nnc(SCCC(=O)Nc3ccccc3)o2)no1	-1	1.7	-25	.	-4
15	Cc1cccc(C)c1NC(=O)CNC(=O)c1ccncc1	-3	0.1	7	-0.4	23

cpd	DAGLB inhibitor	Wnt bcat act	AddAB inh	CAL PDZ inh	PvdQ inh
1	1	-3	1.1	-1.0	-8
2	2	-3	2.8	-2.3	-7
3	0	-1	1.2	-2.2	0
4	-3	0	2.2	-1.2	-10
5	-2	0	2.5	-1.9	-18
6	0	.	0.5	-1.4	-15
7	-2	-1	-0.2	-0.2	7
8	3	-2	7.3	-2.0	-6
9	1	-1	2.4	-0.3	1
10	2	1	.	-2.2	-6
11	2	-1	.	-1.6	-18
12	0	-14	0.6	-1.9	-13
13	-20	1	1.0	-2.7	10
14	2	0	.	0.3	-9
15	0	1	3.4	0.4	2

# The listing continues:
cpd	smiles	Tat transport	phage Ecoli inh	PfHsp90 yeast 2	Ecoli viability	Rtt109 HAT inh
16	Cn1c(-c2ccc(N)cc2)nc2ccccc21	1	3.9	15	-0.4	-2
17	COc1ccc(NC(=O)CCCn2c(=O)c3sccc3n(Cc3cccc(C)c3)c2=O)cc1	2	1.8	4	1.4	-13
18	Cc1cc(C)n(-c2ccc(Cl)c(C(=O)OCC(=O)N3CCCCC3C)n2)n1 (stereo not drawn)	-6	2.2	-27	0.3	0
19	COc1ccc(-n2ccc(=O)c(C(=O)Nc3ccc(S(=O)(=O)Nc4nccs4)cc3)n2)cc1	2	2.1	-34	-2.3	-6
20	CC(OC(=O)CCCSc1nc2ccccc2s1)C(=O)NC(N)=O (stereo not drawn)	1	-1.5	24	-0.5	-13
21	COc1ccc(CNC(=O)/C=C/c2cc([N+](=O)[O-])ccc2OC(F)F)cc1OC	-5	1.4	43	-2.3	2
22	CS(=O)(=O)Nc1ccc(C(=O)Nc2ccc(S(=O)(=O)Nc3nccs3)cc2)cc1	-6	2.1	-16	0.7	-4
23	CC(C)(C)NC(=O)c1cc([N+](=O)[O-])ccc1N1CCCCC1	-7	1.7	-4	1.2	4
24	O=C(NCC(=O)N1CCN(Cc2c(F)cccc2Cl)CC1)c1cccc(Cl)c1	-1	2.2	.	.	8
25	CCSc1nc2c(cnn2-c2ccccc2)c(=O)n1N	-2	0.2	-14	-0.9	-11
26	COc1ccc2[nH]c(C)c(C(=O)CN(C)C)c2c1	-7	-0.6	-8	-2.1	.
27	COc1ccccc1C(c1nnnn1C(C)(C)C)N1CCN(Cc2ccccc2)CC1 (stereo not drawn)	4	2.7	-5	0.2	-1
28	Cc1cccc(CCNC(=O)C2CCC(CNc3c(N4CCCC4)c(=O)c3=O)CC2)c1 (stereo not drawn)	2	3.0	7	-1.3	-9
29	Cc1cc(N2C(=O)C(O)=C(C(=O)c3ccc(C)o3)C2c2cccs2)no1 (stereo not drawn)	-4	2.8	-1	-1.3	15
30	CC1Cc2ccccc2N1S(=O)(=O)c1ccc(Cl)nc1 (stereo not drawn)	-1	5.4	11	4.7	40

cpd	DAGLB inhibitor	Wnt bcat act	AddAB inh	CAL PDZ inh	PvdQ inh
16	1	1	1.8	-0.6	-2
17	-4	-2	1.6	-0.8	3
18	-1	.	3.0	-0.6	-15
19	3	-1	-1.1	-0.4	-11
20	0	-1	-0.2	-2.4	-7
21	4	.	-1.6	-2.5	12
22	0	-1	3.9	-2.2	0
23	-1	0	-0.3	-2.9	-1
24	0	5	.	-4.0	12
25	.	11	-1.0	-6.1	-5
26	3	.	-1.9	-2.5	-8
27	1	.	-1.3	-2.4	-4
28	-2	-4	-1.2	-1.1	-4
29	5	2	1.2	-1.1	-2
30	0	2	0.1	-3.3	24

# Additional compounds
cpd	smiles	Tat transport	phage Ecoli inh	PfHsp90 yeast 2	Ecoli viability	Rtt109 HAT inh
31	O=C(NCCOc1cccnc1)c1ccc(OC2CCN(Cc3ccccn3)CC2)cc1	-16	0.2	16	1.6	4
32	O=C(/C=C/c1cc(Br)ccc1F)OCC(=O)N1CCOCC1	-3	4.5	.	-0.1	-13
33	CC(=O)N1c2ccc(C)cc2C(c2ccccc2)CC1C (stereo not drawn)	-2	0.4	-30	0.4	-2
34	CCOc1ccc(C(=O)Nc2cc(C)on2)cc1	6	-0.9	-2	0.8	-7
35	O=C(c1cc2nc(-c3ccccc3)cc(C(F)(F)F)n2n1)N1CCOCC1	3	.	-35	0.2	-15
36	CC1(C)CC(NC(=S)Nc2ccc([N+](=O)[O-])cc2)CC(C)(C)N1	3	2.5	.	-0.4	7
37	CC(=O)Nc1nc(C)nc(C)c1C(C)=O	-10	0.7	.	-0.7	0
38	O=C(NCc1cccnc1)c1ccc2c(c1)C(=O)N(Cc1ccccc1)C2=O	-4	3.2	-8	2.5	-3
39	CC(C)C1CC(O)(C2(O)CCCCC2)ON1 (stereo not drawn)	-3	1.2	-1	-3.4	8
40	CN(C)S(=O)(=O)c1ccc(NC(=O)c2c(F)cccc2Cl)cc1	5	3.4	-17	2.5	3
41	Cc1cccc(C(=O)NCC(=O)OCC(=O)N2CCCCC2)c1	-5	3.8	.	-2.6	0
42	CCc1ccc(/C=N/NC(=O)c2ccc(OC3CCCC3)cc2)s1	-8	2.4	-4	1.8	-3
43	NS(=O)(=O)c1ccc(NC2=CC(c3ccc(F)cc3)N(c3ccc(S(N)(=O)=O)cc3)C2=O)cc1 (stereo not drawn)	0	-1.4	-20	0.1	1
44	CN(CC(=O)N1CCN(c2ccc(F)cc2)CC1)S(=O)(=O)c1ccc2c(c1)c(=O)n(C)c(=O)n2C	-1	1.3	-27	-2.1	-5
45	CCOC(=O)C1CCCN(C(=O)c2ccc(Cn3c(=S)[nH]c4cc(C(=O)OC)ccc4c3=O)cc2)C1 (stereo not drawn)	-2	-0.4	8	-1.3	5

cpd	DAGLB inhibitor	Wnt bcat act	AddAB inh	CAL PDZ inh	PvdQ inh
31	1	2	-1.8	-2.8	-17
32	2	-1	-0.7	-2.7	-20
33	2	5	3.2	-0.6	-10
34	-2	0	2.3	.	-8
35	-3	7	1.8	-2.5	-9
36	1	-2	5.1	-1.9	-6
37	1	-4	3.8	0.7	-15
38	2	0	0.6	-0.8	7
39	2	.	1.9	-3.0	-16
40	0	-4	2.8	-1.2	-5
41	-2	1	-1.2	-1.2	-3
42	-12	.	0.9	-1.9	-10
43	2	0	-0.2	-2.6	-3
44	0	-1	-2.7	0.6	-7
45	1	-1	5.1	-0.4	-2

# Later entries
cpd	smiles	Tat transport	phage Ecoli inh	PfHsp90 yeast 2	Ecoli viability	Rtt109 HAT inh
46	CCOC(=O)c1ccc(-c2c(-c3ccccc3OC)oc3ccccc23)cc1F	-4	4.5	-3	1.4	5
47	CN1c2ccsc2/C(=N/Nc2ccc(F)cc2)CS1(=O)=O	-11	0.6	-57	1.2	6
48	Cc1ccc(OC(=S)Nc2ccccc2)c(C)c1	4	3.1	6	-0.3	-2
49	COC(=O)Cc1[nH]nc2c1C(c1c[nH]c3ccccc13)C(C#N)=C(N)O2 (stereo not drawn)	-1	1.2	.	-0.2	5
50	CC(C)CC(COCc1ccc(Cl)cc1)N1CCN(C(=O)c2ccc(Cl)cc2Cl)CCC1=O (stereo not drawn)	18	0.9	-6	1.2	4
51	Cc1ccc(S(=O)(=O)N2CCC(C(=O)Nc3nnc(C4CCCC4)s3)CC2)cc1	7	0.5	10	-1.6	16

cpd	DAGLB inhibitor	Wnt bcat act	AddAB inh	CAL PDZ inh	PvdQ inh
46	-14	2	2.3	-1.7	-31
47	3	12	3.0	1.2	-14
48	-3	16	-0.7	-4.4	2
49	1	-3	1.9	-0.7	-16
50	-7	-3	4.1	-0.4	3
51	-3	-2	0.1	-1.5	0

# In the list so far, eight contain two or more sulfur atoms:
cpd	smiles	Tat transport	phage Ecoli inh	PfHsp90 yeast 2	Ecoli viability	Rtt109 HAT inh
5	COc1ccc(CNC(=O)CNS(=O)(=O)c2cccs2)cc1	5	0.3	-26	0.4	0
10	COc1ccc(S(=O)(=O)NCCSCc2ccc(Cl)cc2)cc1NC(C)=O	3	2.7	.	.	8
19	COc1ccc(-n2ccc(=O)c(C(=O)Nc3ccc(S(=O)(=O)Nc4nccs4)cc3)n2)cc1	2	2.1	-34	-2.3	-6
20	CC(OC(=O)CCCSc1nc2ccccc2s1)C(=O)NC(N)=O (stereo not drawn)	1	-1.5	24	-0.5	-13
22	CS(=O)(=O)Nc1ccc(C(=O)Nc2ccc(S(=O)(=O)Nc3nccs3)cc2)cc1	-6	2.1	-16	0.7	-4
43	NS(=O)(=O)c1ccc(NC2=CC(c3ccc(F)cc3)N(c3ccc(S(N)(=O)=O)cc3)C2=O)cc1 (stereo not drawn)	0	-1.4	-20	0.1	1
47	CN1c2ccsc2/C(=N/Nc2ccc(F)cc2)CS1(=O)=O	-11	0.6	-57	1.2	6
51	Cc1ccc(S(=O)(=O)N2CCC(C(=O)Nc3nnc(C4CCCC4)s3)CC2)cc1	7	0.5	10	-1.6	16

cpd	DAGLB inhibitor	Wnt bcat act	AddAB inh	CAL PDZ inh	PvdQ inh
5	-2	0	2.5	-1.9	-18
10	2	1	.	-2.2	-6
19	3	-1	-1.1	-0.4	-11
20	0	-1	-0.2	-2.4	-7
22	0	-1	3.9	-2.2	0
43	2	0	-0.2	-2.6	-3
47	3	12	3.0	1.2	-14
51	-3	-2	0.1	-1.5	0
